hcGAS lum = inhibitors of human cGAS; Q8N884; recombinant h-cGAS, ATP depletion, Kinase-Glo luminescence; inhibition, % at 12.5 µM; 290,000 tested, 0.081% active; AID 1259398;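 note: 0% = vehicle reaction and 100% = reaction without DNA for no activity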
Target sequence (Q8N884 whole entry, looked up): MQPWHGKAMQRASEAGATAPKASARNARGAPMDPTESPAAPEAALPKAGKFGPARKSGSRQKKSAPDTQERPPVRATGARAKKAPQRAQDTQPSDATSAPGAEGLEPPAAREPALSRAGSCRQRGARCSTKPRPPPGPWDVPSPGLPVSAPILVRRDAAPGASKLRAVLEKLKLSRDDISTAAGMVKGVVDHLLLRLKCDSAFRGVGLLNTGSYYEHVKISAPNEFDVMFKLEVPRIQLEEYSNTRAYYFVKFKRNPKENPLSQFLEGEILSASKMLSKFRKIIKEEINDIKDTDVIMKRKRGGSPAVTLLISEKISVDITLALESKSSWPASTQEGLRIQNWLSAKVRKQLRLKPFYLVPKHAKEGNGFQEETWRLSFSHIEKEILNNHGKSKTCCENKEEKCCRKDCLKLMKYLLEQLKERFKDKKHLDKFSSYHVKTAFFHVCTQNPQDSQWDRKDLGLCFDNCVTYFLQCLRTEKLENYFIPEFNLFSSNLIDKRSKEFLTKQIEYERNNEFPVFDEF
NPYLR7 ag = mosquito NPYLR7 agonism; HEK293T NPYLR7/Galpha15, GCaMP6s calcium fluorescence; activation, % at 10 µM; 270,000 tested, 0.15% active; AID 1259423; in the data active = activation above about 40%;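 note: 0% = vehicle and 100% = reference agonist at the receptor; some compounds past the cut are filed as inactive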
mcGAS inh = blocks mouse cGAS activity; Q8C6L5; recombinant cGAS, Kinase-Glo ATP depletion luminescence; inhibition, % at 12.5 µM; 160,000 tested, 0.15% active;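 note: 0% = negative control wells and 100% = reference inhibitor with no enzyme activity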
Starred values were filed as active, the others as inactive; nt = not tested or not shown; & = joins results of further samples. Cut-off read from the data, not from the text of the source, unless noted: active = inhibition above about 40%; inactive = the rest. Rows are unselected; overall some 0.27% were active at least once.

The first 13 compounds (preview)
entry	SMILES	hcGAS lum	NPYLR7 ag	mcGAS inh
1	CCCc1cnc(C)nc1-c1cccc(CN2CCOCC2)c1	-2	1	-13
2	COc1ccc(N2CCN(C(=O)C3CCCCC3C(=O)NCCNc3cccc4ccccc34)CC2)cc1 (stereo not drawn)	-8	-7	nt
3	CCCC(=O)N1CCCC1(C)C(=O)Nc1ccc2c(c1)CCN2C(C)=O (stereo not drawn)	-16	8	-7
4	O=c1c2cc(Cl)ccc2nc(-c2cccc3ccccc23)n1Cc1ccccc1	1	20	-4
5	COc1ccc(Cn2ccc3c(cnc4nc(-c5ccncc5)nn43)c2=O)cc1	-7	1	nt
6	Cc1cc(NC(=O)c2nc3ccccc3s2)n(-c2ccccc2)n1	-3	2	-10
7	Cc1ccc(S(=O)(=O)c2nc(C)oc2NCc2ccccc2)cc1	-11	2	nt
8	C=Cc1ccc(Cn2c(C)c(C(=O)N(C)Cc3cccc(OC)c3)sc2=O)cc1	-9	10	nt
9	CCOC(=O)[C@@H]1CN(C(=O)CC2CCCC2)[C@H]2c3cccc(C)c3O[C@@H]12	-2	0	-8
10	CN(CCc1ccccc1)C1CCCN(C(=O)c2c[nH]c(=O)cc2O)C1 (stereo not drawn)	-3	8	nt
11	CCc1nc2ccc(C(=O)N3CCCCC3)cn2c1N(C)CCCc1ccccc1	0	0	0
12	CN(Cc1ccncc1)CC1CCCN(CCc2cccc(C(F)(F)F)c2)C1 (stereo not drawn)	-7	4	nt
13	COc1ccc(C(=O)N(Cc2ccccc2)C2CCC(NC(=O)C3CCN(C(=O)c4ccc(F)cc4)CC3)CC2)cc1 (stereo not drawn)	-3	-14	-1

All compounds of this part (from the top)
entry	SMILES	hcGAS lum	NPYLR7 ag	mcGAS inh
1	CCCc1cnc(C)nc1-c1cccc(CN2CCOCC2)c1	-2	1	-13
2	COc1ccc(N2CCN(C(=O)C3CCCCC3C(=O)NCCNc3cccc4ccccc34)CC2)cc1 (stereo not drawn)	-8	-7	nt
3	CCCC(=O)N1CCCC1(C)C(=O)Nc1ccc2c(c1)CCN2C(C)=O (stereo not drawn)	-16	8	-7
4	O=c1c2cc(Cl)ccc2nc(-c2cccc3ccccc23)n1Cc1ccccc1	1	20	-4
5	COc1ccc(Cn2ccc3c(cnc4nc(-c5ccncc5)nn43)c2=O)cc1	-7	1	nt
6	Cc1cc(NC(=O)c2nc3ccccc3s2)n(-c2ccccc2)n1	-3	2	-10
7	Cc1ccc(S(=O)(=O)c2nc(C)oc2NCc2ccccc2)cc1	-11	2	nt
8	C=Cc1ccc(Cn2c(C)c(C(=O)N(C)Cc3cccc(OC)c3)sc2=O)cc1	-9	10	nt

Carrying on:
entry	SMILES	hcGAS lum	NPYLR7 ag	mcGAS inh
9	CCOC(=O)[C@@H]1CN(C(=O)CC2CCCC2)[C@H]2c3cccc(C)c3O[C@@H]12	-2	0	-8
10	CN(CCc1ccccc1)C1CCCN(C(=O)c2c[nH]c(=O)cc2O)C1 (stereo not drawn)	-3	8	nt
11	CCc1nc2ccc(C(=O)N3CCCCC3)cn2c1N(C)CCCc1ccccc1	0	0	0
12	CN(Cc1ccncc1)CC1CCCN(CCc2cccc(C(F)(F)F)c2)C1 (stereo not drawn)	-7	4	nt
13	COc1ccc(C(=O)N(Cc2ccccc2)C2CCC(NC(=O)C3CCN(C(=O)c4ccc(F)cc4)CC3)CC2)cc1 (stereo not drawn)	-3	-14	-1
14	CCN(Cc1ccccc1)C(=O)CCN1[C@@H]2CC[C@H]1CC(O)C2 (stereo partly drawn)	-2	4	nt
15	COc1ccc(-c2cn3c4ccccc4nc3n2CCNC(C)(C)C)cc1	2	-4	-5
16	COC(=O)C1=C(O)/C(=C\c2ccc([N+](=O)[O-])cc2)SC1=Nc1ccccc1OC	15	-6	nt

Continued.
entry	SMILES	hcGAS lum	NPYLR7 ag	mcGAS inh
17	O=c1[nH]nc(-c2nnc3n2-c2ccccc2SC3)c2ccccc12	5	0	nt
18	CC1CCN(Cc2nnnn2CC(=O)NCc2csc(-c3cccs3)n2)CC1	-9&-5	18	nt
19	COc1ccc(OC)c(NC(=O)Nc2ccc(Nc3ccc(-n4cccn4)nn3)cc2)c1	-5	3	-7
20	COc1ccc(C(=O)Nc2cc(-c3onc4c3CCCC4)ccc2Cl)cc1C(F)(F)F	2	20	-1
21	CN(Cc1cnn(C)c1)Cc1nc(COc2ccccc2)no1	-7	1	-4
22	Cc1ccc(-n2c(-c3ccc(F)cc3)cc(C(=O)NCCCN3CCOCC3)c2C)cc1	-1	-9	-3
23	Cc1nnc(SCC(=O)c2cc(C)n(C3CC3)c2C)s1	-7	-2	-6
24	Cc1ccc(C2=NN(c3ccc(C=O)cc3)CC2)cc1	3	-5	-3

Other entries:
entry	SMILES	hcGAS lum	NPYLR7 ag	mcGAS inh
25	O=C(c1csc(-c2cccs2)n1)N1CCC2(CC1)C(=O)NCN2c1ccccc1	-2	-11	nt
26	CC(C)(C)c1nnc(N/N=C\c2ccc(O)cc2)[nH]c1=O	-10	-1	nt
27	CC1=C(C(=O)OC2CCCC2)C(c2ccccc2I)NC(=O)N1C (stereo not drawn)	-3	1	-1
28	CN1C(=O)Cc2cc(-c3csc(NC4CCCC4)n3)ccc21	-7	8	-7
29	CCCN(CCC)S(=O)(=O)c1ccc(C(=O)Nc2c3c(nn2C(C)(C)C)CSC3)cc1	-2	-2	-9
30	CC1(C)CC(=O)CC(=NN2CCOCC2)C1	-5	0	nt
31	O=C(Cc1ccccc1)Nc1ccnn1C1CCN(Cc2nc3c(s2)CCCC3)CC1	-7&-4	8&2	-12&-5
32	CCS(=O)(=O)Oc1ccc(CNCCOC)cc1	-3	12	nt

Remaining list, next part.
entry	SMILES	hcGAS lum	NPYLR7 ag	mcGAS inh
33	Cc1cc(C)c(C)c(S(=O)(=O)N2CCN(Cc3nc4cc(Cl)ccc4c(=O)[nH]3)CC2)c1C	-3	6	nt
34	COc1cccc(NS(=O)(=O)c2ccc3c(cnn3C(C)C)c2)c1	-9	4	nt
35	CC(N)=C(C#N)C(=O)COC(=O)c1cnccn1	-6	-1	nt
36	CN(C)CCN(C(=O)C1COc2ccccc2O1)c1nc2cc3c(cc2s1)OCO3 (stereo not drawn)	-1	-2	-6
37	Cc1cc(C(=O)N2CCN(C)C(C(=O)O)C2)c2cccc(C)c2n1 (stereo not drawn)	-5	2	nt
38	OCCNN=C1CC(c2ccccc2)Oc2ccccc21 (stereo not drawn)	0	4	nt
39	CCC1(O)CCC12CCN(C(=O)CC(C)C)CC2 (stereo not drawn)	-11	nt	-4
40	CN(CCCn1c(=O)oc2ccccc21)C(c1cccc(F)c1)c1cnn(C)c1 (stereo not drawn)	-14	6	nt

Remaining list, next part.
entry	SMILES	hcGAS lum	NPYLR7 ag	mcGAS inh
41	Nc1c(C(=O)CSc2ncccn2)c(=O)[nH]c(=O)n1C1CC1	0	0	nt
42	CCc1ccc(NC(=O)CS(=O)(=O)c2ccc(Cl)cc2)cc1	-5	-22	nt
43	CC(C)Cc1nnc2sc(C3CC(=O)N(c4cccc(F)c4)C3)nn12 (stereo not drawn)	-3	0	nt
44	Cn1c2ccccc2n2c3ncccc3c(=O)c(C#N)c12	7	-4	nt
45	CCC(C)N(Cc1ccc(OS(=O)(=O)CC)cc1)C(=O)c1ccc(Cl)cc1Cl (stereo not drawn)	-11	nt	-6
46	COc1ccc(CCOc2nc(-c3ccc(OC)cc3)n(-c3ccc(NC(=O)c4cccc(OC)c4)cc3)n2)cc1	-10	10	-5
47	COCCNC(=O)c1nc(Cn2c(C(F)(F)F)nc3ccccc32)no1	-15	3	nt
48	O=C(C(C(F)(F)F)C(F)(F)F)N1CCCCC1	-3	5	-1

Remaining list, next part:
entry	SMILES	hcGAS lum	NPYLR7 ag	mcGAS inh
49	CC(C)CN(CC(=O)Nc1nc(CC(=O)Nc2ccccc2F)cs1)C(=O)c1ccc(Cl)cc1	-5	17	-4
50	CCCCN(CC(=O)Nc1cc(-c2ccccc2)nn1-c1ccccc1Cl)C(=O)c1ccc(C)c([N+](=O)[O-])c1	0	9	-3
51	COCCn1c(C(=O)NCC(O)CO)cc2c(=O)n(C)c(=O)n(C)c21 (stereo not drawn)	-11	0	-8
52	Cc1nc(C(F)(F)F)ccc1C(=O)OCC(=O)Nc1cc(C(C)C)no1	-1	-4	nt
53	O=C(c1ccccc1OC1CCN(Cc2cccc(F)c2F)CC1)N1CCCC1	-7	10	nt
54	Cc1csc(NC(=O)NC2CC(=O)N(c3ccc(F)cc3)C2)n1 (stereo not drawn)	-4	2	-7
55	CCOC(=O)[C@@H]1CN(C(=O)N2CCOCC2)[C@H]2c3cccc(F)c3O[C@@H]12	-1	2	-6
56	OCC(F)(F)C(F)(F)C(F)(F)C(F)(F)CO	-2	-12	nt

Continuation:
entry	SMILES	hcGAS lum	NPYLR7 ag	mcGAS inh
57	Nc1cc(=O)[nH]c(SCCOc2c(Cl)cccc2Cl)n1	-3	6	nt
58	CC(=O)c1ccc(NC(=O)c2ccc(OCc3noc(C)n3)cc2)cc1	-6	-7	nt
59	COCC(=O)N1C[C@@H](C)[C@](O)(C(C)C)C1	5	nt	-1
60	Cc1ccc(Oc2cnn(-c3cccc(Cl)c3)c(=O)c2Nc2cccc(C(=O)NCc3cccnc3)c2)cc1C	-9	10	-8
61	Clc1ccc(C2CC(c3cccc4ccccc34)n3ncnc3N2)cc1 (stereo not drawn)	-6	12	nt
62	O=C(CCCC(=O)NCc1ccco1)NCc1ccoc1	-2	2	nt
63	CC1(C)CC(NC(=O)CC#N)CC(C)(C)N1	-4	nt	-5
64	CC(C)(C(=O)NCc1ccccn1)c1ccccc1	-2	1	nt

Carrying on:
entry	SMILES	hcGAS lum	NPYLR7 ag	mcGAS inh
65	CC(OCC1CC1)C(=O)NCC1(C)CCCS1 (stereo not drawn)	-22	-1	nt
66	O=C1C(C(c2cccs2)N2CCC3(CC2)OCCO3)Sc2nc(-c3ccco3)nn21 (stereo not drawn)	-9	0	-8
67	Cc1cccc(C(N)=NOC(=O)CCC2CCCCC2)c1	-11	16	nt
68	Cc1nnc(SCC(=O)N2CCc3[nH]c4ccc(F)cc4c3C2)o1	-7	nt	-8
69	COc1ccc(CCN(C)C(=O)c2csc(CSc3nnc(-c4ccccc4Cl)n3-c3ccc(C)cc3)n2)cc1OC	1	20	-4
70	CCOc1ccccc1-c1nc(CN(C)Cc2cccc(-n3nc(C)cc3C)c2)c(C)o1	-9	1	-9
71	O=C(c1cc(F)cc2c1OCOC2)N1CCOC(COCc2cccc(C(F)(F)F)c2)C1 (stereo not drawn)	-3	33	nt
72	C[n+]1cc(-c2ccccc2)n2c1CCCCC2	7	0	-3

(list continues)
entry	SMILES	hcGAS lum	NPYLR7 ag	mcGAS inh
73	COc1ccc(-c2nc3ccc(C)cn3c2NC(=O)c2ccc(Cl)cc2Cl)cc1OC	-4	-3	-2
74	COC(=O)c1ccc(Oc2c(C)oc3c4c(ccc3c2=O)OCN(C2CCS(=O)(=O)C2)C4)cc1 (stereo not drawn)	-3	2	-7
75	CS(=O)(=O)NC[C@H]1O[C@@H](CC(=O)N2CCCC2)[C@H](O)[C@@H]1O	-5	-7	-7
76	Cn1cc(NC(=O)Nc2c(F)cc(Br)cc2F)cn1	2	-5	-3
77	O=C(Nc1nnc(COc2ccc(Cl)cc2)s1)c1ccco1	-2	-6	2
78	O=c1nc(SCc2ccncc2)c2c(n1CCO)CCCC2	-6	-6	-11
79	Cc1cccc(C(C2Sc3nc(C)nn3C2=O)N2CCOCC2)c1 (stereo not drawn)	-6	-1	-7
80	COc1ccc(S(=O)(=O)NC(=O)C2(C)CCN2C(=O)Cc2cccc3ccccc23)cc1 (stereo not drawn)	-8	6	nt

(list continues)
entry	SMILES	hcGAS lum	NPYLR7 ag	mcGAS inh
81	Cc1cc(C)cc(N(C)S(=O)(=O)c2ccsc2-c2nc(-c3ccncc3)no2)c1	-5	nt	-10
82	CC(=O)c1ccc(C(=O)N(CCn2cccn2)c2nc3c(C)cc(C)cc3s2)cc1	-6	-11	-11
83	CN=C(NC#N)NCCSCc1nc[nH]c1C	0&-5&-2&-3	-2&0&0&9	-5&-4
84	CC(C)Sc1nnc2c3ccccc3n(C)c2n1	0	4	-3
85	C=CCCn1c(C(=O)N2CCN(C(=O)c3ccccc3C)C(C)C2)cc2ccoc21 (stereo not drawn)	-3	-6	-1
86	CC(C)(C(=O)NCc1ccccc1-n1cncn1)n1cccc1	-4	-4	nt
87	COc1cccc(CN(CCc2c[nH]c3ccccc23)Cc2nc(C(=O)NCC3CCCO3)co2)c1OC (stereo not drawn)	-4	13	-3
88	COCCCNc1nc2nonc2nc1N(C)C(C)c1nc(C)sc1C (stereo not drawn)	-5	4	nt

The results go on.
entry	SMILES	hcGAS lum	NPYLR7 ag	mcGAS inh
89	CCN(C(=O)CN1CCN(S(=O)(=O)c2ccc(Br)cc2)CC1)C1CCCCC1	-2	0	-5
90	Cc1cc(N2CCN(c3cccc(C(F)(F)F)c3)CC2)nc(SCc2cccc(C(=O)NCC3CCCO3)c2)n1 (stereo not drawn)	-7	5	-4
91	CCOC(=O)C1CCCN(C(c2ccc(C)cc2)C2Sc3nc(CC)nn3C2=O)C1 (stereo not drawn)	-6	0	-8
92	COc1ccc(CCNC(=O)c2c(C)noc2-c2ccccc2OC)cc1OC	-7	-2	-7
93	COC(=NC(=C(Cl)Cl)c1ccccc1)c1ccccc1	-5	0	nt
94	CN(Cc1ccccc1)Cc1cc(C(=O)N(C)CC2CCCO2)no1 (stereo not drawn)	5	2	nt
95	COc1ccc(CCN(C)C(=O)CCN(CC(C)C)c2nc(Cc3ccc(C)cc3)ns2)cc1OC	1	-2	0
96	Cc1ccc(Cn2c(=O)c3c(nc4n(CCOCCO)c(C)cn34)n(C)c2=O)cc1	-8	0	nt
97	CN(C)C1(CNC(=O)c2ccc[nH]c2=O)Cc2ccccc2C1	-5	7	nt
98	Cc1nc(-c2cccc(F)c2)nc(N2CCN(C(=O)C3CCC3)CC2)c1C	-1	26	-4
99	CNC(=O)c1cccc(NC(=O)CC2(C)N=C(c3ccc(C(C)C)cc3)N(C)O2)c1 (stereo not drawn)	-7	6	nt
